Nrf2 inh: Nrf2 qHTS screen for inhibitors. A549 ARE-Fluc reporter, luciferase luminescence, 18-24 h. Potency, µM (series often up to 46 µM), for inactives: top-dose activity change, negative = inhibition, usual class: inhibitors. actives 2.1% (n = 360,000); further: potency means the concentration at half of the fitted maximal effect; on the % scale 0 is the no-effect control and ±100 the full control effect; nearly all actives have a fitted effect of over 60% in size
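Quantitative HTS in A549 cells stably bearing an antioxidant response element-firefly luciferase construct. Inhibition of Nrf2-driven transcription was scored by luminescence after 18-24 h of compound exposure at 37 °C.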
EPAC2 ag: qHTS for Agonist of cAMP-regulated guanine nucleotide exchange factor 4 (EPAC2): primary screen. Rap guanine nucleotide exchange factor 4 (Homo sapiens), Q8WZA2. EPAC2 activation, biochemical qHTS; response scale: 100% = 6.5 mM cAMP response. Potency, µM (series often up to 154 µM), for inactives: at the highest dose activation, most hits filed as activators. actives 0.079% (n = 360,000). AID 720711, 2013; further: potency means the concentration at half of the fitted maximal effect; nearly all actives have a fitted effect of over 50% in size
Target sequence (Q8WZA2 whole entry, looked up): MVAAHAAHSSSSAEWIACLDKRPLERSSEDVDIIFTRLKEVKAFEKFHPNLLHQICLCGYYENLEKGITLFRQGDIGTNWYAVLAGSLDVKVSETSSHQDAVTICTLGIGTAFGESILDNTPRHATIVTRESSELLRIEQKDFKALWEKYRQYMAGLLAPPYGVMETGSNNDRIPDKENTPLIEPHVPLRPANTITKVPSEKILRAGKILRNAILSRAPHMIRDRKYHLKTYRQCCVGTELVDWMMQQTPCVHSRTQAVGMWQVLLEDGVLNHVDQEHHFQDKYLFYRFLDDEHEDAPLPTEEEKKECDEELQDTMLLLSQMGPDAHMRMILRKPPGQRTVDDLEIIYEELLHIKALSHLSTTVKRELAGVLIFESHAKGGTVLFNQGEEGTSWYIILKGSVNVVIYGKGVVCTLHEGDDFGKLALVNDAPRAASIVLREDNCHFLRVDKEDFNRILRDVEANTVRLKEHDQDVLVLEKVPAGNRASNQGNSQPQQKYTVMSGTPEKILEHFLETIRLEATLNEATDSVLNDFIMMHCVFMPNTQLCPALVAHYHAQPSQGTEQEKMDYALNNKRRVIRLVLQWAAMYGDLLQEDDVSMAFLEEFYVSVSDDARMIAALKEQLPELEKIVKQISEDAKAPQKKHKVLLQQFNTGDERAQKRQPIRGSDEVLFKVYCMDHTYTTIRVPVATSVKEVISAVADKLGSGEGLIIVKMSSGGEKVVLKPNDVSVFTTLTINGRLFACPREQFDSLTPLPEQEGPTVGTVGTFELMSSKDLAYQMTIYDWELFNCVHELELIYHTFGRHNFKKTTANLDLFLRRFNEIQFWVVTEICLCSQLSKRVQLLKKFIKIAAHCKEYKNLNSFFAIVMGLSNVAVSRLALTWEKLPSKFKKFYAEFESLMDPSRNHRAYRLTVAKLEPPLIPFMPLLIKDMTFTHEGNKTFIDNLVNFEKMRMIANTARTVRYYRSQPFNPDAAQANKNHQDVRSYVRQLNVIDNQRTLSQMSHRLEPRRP
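Exchange assay: 100 nM EPAC2 with 250 nM Rap1B-BODIPY-GDP and 50 uM GDP. Fluorescence (ex 480/em 540 nm) read every 5 min for 30 min at room temperature. Data normalized to 6.5 mM cAMP as agonist control.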
CCT modulator: High-Throughput Screening for Modulators of Cytosolic Chaperonin Activity | purified chaperonin ATPase assay, HTRF ADP detection, 30 min | activity change, % (test concentration not listed), hits read low | actives 0.3% (n = 360,000); in the data active means activity change below about -30%; further: on the % scale 0 is the no-effect control and ±100 the full control effect
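We incubate TRiC, 40 or 20 nM final, with library compounds at 76 uM and 10 uM ATP for 30 min at 37 °C. ADP formed is detected with Transcreener HTRF reagents after 30 min at room temperature.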
pAkt inh: HTS Assay for Inhibitors of Akt Phophorylation: Primary Screen; AID 651550, 2012; actives 0.32% (n = 360,000); activity change, % for hits at 50 µM; Neuro2A IGF-stimulated pAkt S473 HTRF, 20 min; hits give low values; in the data active means activity change below about -80%; inconclusive means mostly about -51% to -80%; further: on the % scale 0 is the no-effect control and ±100 the full control effect
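Neuro2A cells (4,500/well, DMEM with 0.5% FBS) were treated with compound at a single 50 µM final concentration, stimulated with 6 nM IGF for 20 min at 37 °C, and lysed. Phospho-Akt Ser473 was read by HTRF as 665/615 ratio ×10^4.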
Nrf2 activator: qHTS of Nrf2 Activators. AREc32 ARE-luciferase reporter (MCF7-derived line), luminescence, 24 h. Potency, µM (titrated, usually from 46.1 µM), inactives show at the highest dose activation, hits mostly activators. actives 0.31% (n = 410,000). AID 624171, 2012; further: potency means the concentration at half of the fitted maximal effect; % of control where 0% means no effect; nearly all actives have a fitted effect of over 65% in size
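ARE activation measured as luciferase luminescence (Steady-Glo, 30 min RT) in AREc32_Fluc cells after 24 hr compound exposure at 37 deg C, 5% CO2; cells seeded overnight at 1000/well in OPTI-MEM, 5% FBS.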
TGFb inhibitor: qHTS for Inhibitors of TGF-b | HepG2 CAGA-GFP TGF-b/SMAD3 reporter, GFP fluorescence, 18 h; TGF-beta stimulated, 500 pg/mL final | Potency, µM (top dose mostly 46.1 µM), without a hit: at the highest dose activity, negative = inhibition, usual class: inhibitors | actives 1.2% (n = 410,000) | AID 588855, 2011; further: potency means the concentration at half of the fitted maximal effect; on the % scale 0 is the no-effect control and ±100 the full control effect; nearly all actives have a fitted effect of over 65% in size
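Per well, imaged GFP fluorescence of HEPG2 CAGA-GFP cells gives the signal; cells get compound, then TGF-beta (500 pg/mL final), 18 h at 37 degrees C; %Activity versus -TGF-beta and +DMSO controls.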
MmCpn inh: Inhibitors of TCP-1 ring complex (TRiC) of Methanococcus maripaludis (MmCpn): qHTS; Chaperonin Mm-Cpn (Methanococcus maripaludis); purified Mm-Cpn ATPase, ADP Transcreener TR-FRET; actives 0.031% (n = 330,000); AID 504842, 2011; Potency, µM (series often up to 76.9 µM), for the others: top-dose activity, negative = inhibition, most hits filed as inhibitors; further: potency means the concentration at half of the fitted maximal effect; on the % scale 0 is the no-effect control and ±100 the full control effect; nearly all actives have a fitted effect of over 80% in size
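Purified archaeal chaperonin (25 nM final) was preincubated with compound for 10 min at 37°C, then ATP (10 uM final) was added for 30 min at 37°C in Tris pH 7.4/KCl/MgCl2/DTT buffer. ADP was quantified by HTRF Transcreener TR-FRET.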
A549 viability: Nrf2 qHTS screen for inhibitors: counterscreen for cytotoxicity. A549 ARE-Fluc cells, CellTiter-Fluor viability, 18-24 h. Potency, µM (top dose mostly 46 µM), without a hit: at the highest dose activity change, negative = cytotoxicity, most hits filed as inhibitors. actives 0.16% (n = 390,000). AID 504648, 2011; further: potency means the concentration at half of the fitted maximal effect; on the % scale 0 is the no-effect control and ±100 the full control effect
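Cytotoxicity counterscreen: CellTiter-Fluor fluorescence was measured in A549 ARE_Fluc cells after 18-24 h of compound exposure in a concentration series. The subsequent BugLite luminescent read reports ARE-luciferase activity.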
EPAC2 antagonist: qHTS for Antagonist of cAMP-regulated guanine nucleotide exchange factor 2 (EPAC2): primary screen. EPAC2 GEF exchange of Rap1B-BODIPY-GDP, fluorescence. Potency, µM (titrated, usually from 114 µM), inactives show at the highest dose activity, negative = inhibition, usual class: inhibitors. Rap guanine nucleotide exchange factor 4 (Homo sapiens), Q8WZA2. AID 720708, 2013. actives 0.18% (n = 360,000); further: potency means the concentration at half of the fitted maximal effect; on the % scale 0 is the no-effect control and ±100 the full control effect; nearly all actives have a fitted effect of over 45% in size; many of its hits are not listed in these tables
Active calls of the source: *; i = inactive; ? = inconclusive; . = no result given; [ ] = dose if it differs, or a comment. Unless noted, the call rests on the fitted dose curve; in most records, active means well fitted curve in the direction sought with a large enough effect; inconclusive means small, poorly fitted or top-dose-only effect, or another doubt; inactive means no such curve, though single readings can be large; an effect the other way counts as inactive or inconclusive. The list is partial; rates above refer to the full screens.

SMILES	Nrf2 inh	EPAC2 ag	CCT modulator	pAkt inh	Nrf2 activator	TGFb inhibitor	MmCpn inh	A549 viability	EPAC2 antagonist
COc1ccc(NC(=O)C(=O)NNC(=O)COc2ccc(OC)cc2)cc1	5%	-7%	-0.7	i	0.4%	-3%	0%	-3%	-10%
Cc1cc(SCc2ccc(F)cc2)nc(=O)[nH]1	1%	10%	-2.9	i	-0.4%	9%	-10%	6%	3%
CC(=O)Nc1ccc(/C(C)=N/NC(=O)c2ccc(COc3ccccc3Cl)o2)cc1	1%	?	-0.6	i	3.9%	-1%	.	-2%	?
COc1ccc(CCNC(=S)NC(=O)/C=C/c2ccc(C)cc2)cc1OC	?	-4%	1.5	i	0.1%	-17%	-3%[15.4 µM]	-3%	-3%
CCc1ccc(C(=O)c2cn(CC(=O)Nc3ccc(OC)cc3)c3cc4c(cc3c2=O)OCCO4)cc1	-3%	.	.	.	-0.6%	1%	.	2%	.
COc1cccc(-n2cnc3c(sc4nc(N5CCOCC5)c5c(c43)CCCC5)c2=O)c1	-21%	7%	-5.4	i	0.1%	-7%	?	1%	1%
Cc1ccc(S(=O)(=O)NCCc2nnc3ccc(SCc4ccc(F)cc4)nn23)cc1	-27%	.	.	.	2.7%	0%	.	2%	.
O=C(COC(=O)CNS(=O)(=O)c1cccc(Br)c1)Nc1ccccc1Sc1ccccc1	-11%	6%	-2.1	i	-0.2%	-9%	-1%	11%	-3%
CS(=O)(=O)c1cccc(NC(=O)CSc2nnc3n2CCCCC3)c1	2%	8%	-1.3	i	0.1%	6%	3%	3%	1%
CCOC(=O)C1=NOC2(C1)C(=O)Nc1ccc(OC)cc12 (stereo not given)	.	4%	-1.3	i	0.1%	.	.	.	6%
C/C(=N\NC(=O)c1cc(-c2ccncc2)nc2ccccc12)c1ccc(OC(F)F)cc1	?	-14%	-2.1	i	0.6%	-9%	1%	-10%	6%
COc1ccc(Cl)cc1NC(=O)CSc1nnc(C)n2c1cc1sccc12	?	.	.	.	-0.5%	-4%	.	8%	.
COc1ccc2c(c1)c(C(=O)O)c(C)n2-c1ccc(Cl)cc1	?	5%	0.7	i	-0.3%	2%	-3%	-5%	-8%
C[C@H]1C(=O)N(C)CCN1Cc1cn(C)nc1-c1ccc(Oc2ccccc2)cc1	-7%	2%	1.3	i	3.5%	3%	6%	2%	1%
CCCCN(C(C)=O)c1c(CC)nc2ccc(C(=O)NCCc3ccccn3)cn12	.	1%	0.9	i	-0.1%[9.22 µM]	10%	.	.	10%
Cc1sc(NC(=O)C2CCCO2)c(C#N)c1C (stereo not given)	.	11%	-1.6	i	6.6%	3%	-2%	5%	-3%
Cc1ccc(C(c2nnnn2CS(=O)(=O)c2ccc(C)cc2)N2CCCC2)cc1 (stereo not given)	-4%	-1%	-0.4	i	0.6%	-2%	3%	1%	0%
COc1ccccc1N1CCN(C(=O)c2cccc(NC3=NC4CS(=O)(=O)CC4S3)c2)CC1 (stereo not given)	7%	1%	1.1	i	-0.4%	-9%	2%	6%	-4%
O=C(Nc1ccc2c(c1)OCO2)C1Cc2c(-c3ccccc3Oc3ccccc3)ccnc2O1 (stereo not given)	.	9%	1.5	i	-0.6%	-19%	.	.	12%
Cc1oc2cc(O)ccc2c(=O)c1Oc1ccccc1Br	13%	-3%	-0.3	i	-0.9%	?	-4%	-1%	-17%
Cc1ccc(-n2c(=O)c3ccccc3n(CC(=O)NCc3ccco3)c2=O)cc1	1%	2%	-1.1	i	0.5%	3%	-9%	-12%	23%
CC(=O)Oc1ccccc1-c1nc(C)nc(N(C)C(C)=O)n1	18%	3%	-1.7	i	6.6%	-7%	1%	7%	12%
CCOC(=O)c1noc(C)c1C(=O)Nc1nccs1	-11%	5%	4.1	i	-1.0%	-5%	1%	4%	-12%
Cc1ccc2[nH]c(=S)cc(C)c2c1	1%	0%	0.0	i	0.0%	-21%	-16%	-9%	0%

Arranged by SMILES length (largest number first): some entries from above.
SMILES	Nrf2 inh	EPAC2 ag	CCT modulator	pAkt inh	Nrf2 activator	TGFb inhibitor	MmCpn inh	A549 viability	EPAC2 antagonist
O=C(Nc1ccc2c(c1)OCO2)C1Cc2c(-c3ccccc3Oc3ccccc3)ccnc2O1 (stereo not given)	.	9%	1.5	i	-0.6%	-19%	.	.	12%
Cc1ccc(C(c2nnnn2CS(=O)(=O)c2ccc(C)cc2)N2CCCC2)cc1 (stereo not given)	-4%	-1%	-0.4	i	0.6%	-2%	3%	1%	0%
CCOC(=O)c1noc(C)c1C(=O)Nc1nccs1	-11%	5%	4.1	i	-1.0%	-5%	1%	4%	-12%
Cc1ccc2[nH]c(=S)cc(C)c2c1	1%	0%	0.0	i	0.0%	-21%	-16%	-9%	0%

(listing goes on)
SMILES	Nrf2 inh	EPAC2 ag	CCT modulator	pAkt inh	Nrf2 activator	TGFb inhibitor	MmCpn inh	A549 viability	EPAC2 antagonist
Cc1ccc(S(=O)(=O)CCC(=O)OCC(=O)NCCc2ccc(F)cc2)cc1	7%	2%	-0.7	i	-0.5%	14%	0%	0%	7%
CCC(=O)c1ccc(OCC(=O)OCC(=O)NCCC2=CCCCC2)cc1	4%	11%	-1.6	i	-0.6%	17%	-1%	-2%	0%
CC(=O)NC(Cc1ccc(F)cc1)C(=O)NC1CCN(C(=O)Nc2ccc(F)cc2)CC1 (stereo not given)	1%	-2%	-2.7	i	3.1%	24%	0%	-1%	10%
CC1CCC(NC(=O)C(C)N2C(=O)C3CCCCC3C2=O)CC1 (stereo not given)	3%	6%	-1.1	i	0.0%	7%	0%	-2%	-1%
O=C(NC1c2ccccc2-c2ccccc21)c1ccccc1	13%	12%	-1.4	i	-1.2%	10%	-4%	1%	7%
COc1ccc(NC(=O)C2=CN3CCS(=O)(=O)N=C3C=C2)c(OC)c1	-3%	2%	-0.9	i	-1.2%	1%	0%	1%	4%
CC(=O)c1cccc(S(=O)(=O)N2CCC(C(=O)Nc3cccc(C(=O)NC4CC4)c3)CC2)c1	11%	10%	-0.3	i	0.5%	1%	0%	3%	8%
Cc1ccc(C)c(NC(=O)CN(C)C(=O)c2cc(C3CC3)nn2-c2ccccc2)c1	0%	-1%	-2.4	i	-0.7%	?	-4%	0%	1%
CCc1nnc(NS(=O)(=O)c2ccc(NC(=O)c3cc(Cl)ccc3OC)cc2)s1	-6%	3%	-21	i	-1.0%	-2%	3%	-3%	1%
CC(C)(C)n1nnnc1C(c1ccccn1)N1CCN(C(c2ccccc2)c2ccccc2)CC1 (stereo not given)	-8%	6%	1.6	i	-0.6%	12%	-1%	10%	3%
Cn1c(=O)n(C)c2cc(/C=N/NC(=S)NCc3ccccc3)ccc21	?	2%	-1.4	i	13%	-3%	-1%	2%	0%
O=C(NCCC1CCCCN1S(=O)(=O)c1ccccc1)C(=O)NCc1ccccc1F (stereo not given)	?	17%	-1.5	i	-2.1%	9%	0%	-19%	0%
Cc1nc(N)sc1C(=O)Nc1ccccc1	.	7%	0.2	i	7.9%	7%	1%	4%	-14%
COc1ccc(-c2nc(SCC(=O)NC3CCCC3)c(-c3ccc(F)cc3)[nH]2)cc1	16µM*	.	.	.	5.2%	11µM*	.	-21%	.
COc1ccc(/C=N/NC(=O)c2cc(C)oc2C)cc1OC	6%	0%	1.7	i	0.9%	-8%	-15%	0%	4%
O=C(Nc1ccccc1)/C(=C\c1ccc2c(c1)OCO2)NC(=O)c1ccco1	-30%	6%	-2.4	i	2.4%	-2%	-3%	2%	0%
COc1cc(C(=O)Nn2cnnc2)ccc1OC(F)F	-8%	6%	-1.4	i	0.4%	6%	3%	0%	9%
Cc1ccc(C(c2c(O)nc3n(c2=O)CCS3)c2c(O)nc3n(c2=O)CCS3)cc1	23%	7%	-1.3	i	0.3%	5%	2%	-1%	-4%
Cc1cc(C(=O)Nc2ccc(Cl)cc2)n(-c2ccccc2)n1	3%	7%	0.9	i	1.8%	0%	0%	3%	-7%
COc1cccc(CNC(=O)CCC2CCCN(C(=O)Cc3ccccc3F)C2)c1 (stereo not given)	6%	6%	-1.9	i	-0.2%	-25%	-1%	3%	8%
O=C(CN1C(=O)C2CC=CCC2C1=O)Nc1nnc(C2CC2)s1 (stereo not given)	23%	4%	3.5	i	-0.8%	-3%	0%	1%	11%
CCn1cc(C(=O)NC(C)C)c(=O)c2cc(F)c(N3CCN(C(=O)c4ccco4)CC3)cc21	-13%	5%	-0.3	i	-0.1%	-4%	-2%	0%	2%
COc1ccccc1CN1CC(C(=O)NCc2ccc(N3CCCC3=O)cc2)CCC1=O (stereo not given)	-6%	-5%	1.0	.	-1.0%	-3%	3%	-6%	12%
CCCn1c(CNc2ccc(Br)cc2)nc2ccccc21	-21%	22%	-0.9	i	11%	?	1%	7%	?
CN(C)c1cccc(C(=O)NCCCSc2ccccc2)c1	-12%	9%	1.4	i	0.5%	8%	-4%	5%	3%
Cc1sc2ncnc(NCC(O)c3ccc([N+](=O)[O-])cc3)c2c1C (stereo not given)	?	8%	-2.8	i	0.9%	1%	-2%	-14%	1%
Cc1ccc(NS(=O)(=O)c2ccc(C)c(NC(=O)COc3ccc4ccccc4c3)c2)c(C)c1	?	-1%	-2.5	i	2.8%	-13%	-3%	-3%	0%
